High-throughput results: PubChem BioAssay, National Center for Advancing Translational Sciences (NCATS)
KB-V1 cytotox: KB-V1 MDR subline cytotoxicity | AID 1347076 | Potency, µM (top dose mostly 46.1 µM), for inactives: at the top dose activity change, negative = cytotoxicity, most hits filed as cytotoxic | KB-V1 MDR cells viability, CellTiter-Glo, 72 h | 3.4% of 400,000 active; note: % is set by controls: 0 for no effect and ±100 for the full control effect; nearly all actives have a fitted effect of over 60% in size
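KB-V1 MDR subline cells in DMEM (phenol-red free, 10% FBS) exposed to compounds in qHTS concentration series for 72 h at 37 degrees C. Viability read by CellTiter-Glo luminescence; concentration-effect curves fitted after normalization and correction.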
HT1080-NT tox: kills 2HG-producing HT-1080-NT fibrosarcoma cells; Potency, µM (top dose mostly 46.1 µM), without a hit: at the highest dose activity, negative = less viability, most hits filed as cytotoxic; 1.6% of 360,000 active; HT-1080-NT fibrosarcoma viability, CellTiter-Glo ATP luminescence, 48 h; AID 686970;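 note: NT is the 2HG producing partner of a matched IDH1 knockdown line; 0% = DMSO-treated cells and -100% = media-only wells without cells; nearly all actives have a fitted effect of over 55% in size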
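HT-1080-NT; 750 cells/well; 5% FBS RPMI; 48 h compound, 37 degrees C; CellTiter-Glo luminescence; curve fitting and curve-class assignment.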
KB-3-1 cytotox: kills parental KB-3-1 adenocarcinoma cells; KB-3-1 viability, CellTiter-Glo ATP luminescence, 72 h; Potency, µM (doses to about 46.1 µM), inactives show at the top dose activity change, negative = cytotoxic, actives largely listed as cytotoxic; 1.4% of 400,000 active; note: % is set by controls: 0 for no effect and ±100 for the full control effect; nearly all actives have a fitted effect of over 60% in size
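Here the drug-naive KB-3-1 line serves as comparator for MDR sub-line selectivity; cells received compound titrations, 72 h at 37 °C, then CellTiter-Glo readout.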
TDP-43 yeast inh: rescues yeast growth from TDP-43 toxicity; TDP-43 expressing yeast growth rescue, BacTiter-Glo, 24 h; 1.8% of 410,000 active; AID 652104; Potency, µM (doses to about 46.1 µM), inactives show top-dose growth rescue (activation), hits mostly activators; note: % of control where 0% means no effect; nearly all actives have a fitted effect of over 50% in size
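Yeast expressing TDP-43 (pregrown in raffinose, seeded at OD600=0.02 in galactose medium) exposed to compounds 24 hr at 30 deg C. Growth read by BacTiter-Glo luminescence; rescue of toxicity appears as increased signal.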
GLP1R ag: activates the human GLP-1 receptor | HEK293 GLP-1R CRE-luciferase, luminescence, 4-6 h; cells express a hypersensitive GLP-1R form | Potency, µM (titrated, usually from 45.6 µM), for inactives: top-dose activation, hits mostly activators | P43220 | 0.007% of 380,000 active; note: % of control where 0% means no effect
Target sequence (P43220 whole entry, looked up): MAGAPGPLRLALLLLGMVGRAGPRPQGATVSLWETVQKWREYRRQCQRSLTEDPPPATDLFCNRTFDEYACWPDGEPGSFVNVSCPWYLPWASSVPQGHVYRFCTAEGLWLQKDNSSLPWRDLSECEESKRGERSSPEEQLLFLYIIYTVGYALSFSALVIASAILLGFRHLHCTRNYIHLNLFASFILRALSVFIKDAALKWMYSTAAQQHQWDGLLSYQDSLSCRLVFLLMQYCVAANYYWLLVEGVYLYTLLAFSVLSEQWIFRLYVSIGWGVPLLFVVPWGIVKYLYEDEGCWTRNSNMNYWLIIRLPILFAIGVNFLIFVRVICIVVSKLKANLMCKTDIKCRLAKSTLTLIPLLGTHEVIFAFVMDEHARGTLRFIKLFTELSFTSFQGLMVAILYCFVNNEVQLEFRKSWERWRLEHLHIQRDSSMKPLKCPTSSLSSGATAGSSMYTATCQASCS
GLP1R inv ag: acts as inverse agonist at human GLP-1 receptor; P43220; HEK293 GLP-1R CRE-luciferase, luminescence, 24 h; GLP-1R form is constitutively active; Potency, µM (doses to about 38.3 µM), for inactives: top-dose activity change, negative = inhibition, actives largely listed as inhibitors; 1.6% of 410,000 active; note: % is set by controls: 0 for no effect and ±100 for the full control effect; nearly all actives have a fitted effect of over 55% in size
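GLP-1R inverse agonism mode: basal reporter luminescence in engineered HEK293 cells measured after one day of compound exposure at 37 deg C, with a 12 min room-temperature detection step.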
HT1080 IDH1KD tx: kills HT-1080 cells with IDH1 knockdown; HT-1080 IDH1 knockdown viability, ATP luminescence, 48 h; Potency, µM (series often up to 46.1 µM), for inactives: at the highest dose activity, negative = toxicity, usual class: cytotoxic; 2% of 360,000 active;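 note: 0% = DMSO wells and -100% = cell-free medium wells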
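CellTiter-Glo luminescence after 48 h compound exposure at 37 degrees C of IDH1-knockdown HT-1080 cells in 5% FBS RPMI. %Activity scaled between DMSO wells and cell-free media wells, with curves fitted and assigned curve classes.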
SW480 rereplic: DNA re-replication induction in SW480 cells; SW480 DNA re-replication, Hoechst DNA content imaging, 48 h; Potency, µM (series often up to 46.1 µM), for inactives: at the highest dose re-replication activation, hits mostly activators; 1.8% of 340,000 active; AID 624297; note: % of control where 0% means no effect; nearly all actives have a fitted effect of over 55% in size
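Image-based DNA-content assay: after two days of treatment, nuclei were labelled with the DNA dye Hoechst and imaged, and hits were compounds raising the count of nuclei showing high fluorescence intensity.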
GLP1R cytotox: cytotoxic in the GLP-1 receptor inverse agonist counter-screen | HEK293 cAMP-luciferase reporter cells, luminescence, 24 h | Potency, µM (titrated, usually from 38.3 µM), for inactives: at the highest dose activity change, negative = inhibition, actives largely listed as inhibitors | 0.13% of 410,000 active | AID 624418;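 note: loss of luciferase light is scored as toxicity; % is set by controls: 0 for no effect and ±100 for the full control effect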
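Step one: seed cells (200 cells/uL, DMEM with 10% Nu serum, 1% pen-strep). Step two: 12-hour incubation at 37 deg C. Step three: pin 23 nL compound, incubate 24 hr. Step four: add luciferase reagent, read luminescence 12 min later.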
* hit, by the source's call; ? = inconclusive; nt = no result given; & = joins results of further samples; [ ] = another dose, or the depositor's remark. Calls come from the whole dose curve; as a rule, active = well fitted curve in the direction sought with a large enough effect; inconclusive = small, poorly fitted or top-dose-only effect, or another doubt; inactive = no such curve, though single readings can be large; an effect the other way counts as inactive or inconclusive. Potency is the fitted concentration of half-maximal effect. Rows were taken by chance. Share with any hit: about 9.4%.

SMILES	KB-V1 cytotox	HT1080-NT tox	KB-3-1 cytotox	TDP-43 yeast inh	GLP1R ag	GLP1R inv ag	HT1080 IDH1KD tx	SW480 rereplic	GLP1R cytotox
Cc1cc(C)nc(NS(=O)(=O)c2ccc(NC(=O)CCN3C(=O)c4ccccc4C3=O)cc2)n1	-12%	-4%	-3%	11%	-1%	9%	0%	5%	17%
COC(=O)c1ccccc1NC(=O)c1cc2nc(-c3ccccc3)cc(-c3ccccc3)n2n1	0%	nt	0%	20%	-3%	18%	nt	nt	21%
COc1cccc(CNc2ccc3c(c2)ncn3C)c1OC	17%&-7%	1%	1%&-9%	-4%&7%	4%	15%&7%	14%	-43%[inhibitor]	-2%&0%
Cc1sc2ncnc(N3CCC(C(=O)Nc4ccc(OC(F)F)c(Cl)c4)CC3)c2c1C	-10%	-26%	-19%	4%	1%	?	-22%	0%	-25%
CCC(C)c1ccccc1NC(=O)c1cc(C)no1 (centres undefined)	?	0%	?	-4%	10%	-19%	20%	2%	-3%
COc1ccc(C(=O)N2CCSC2=S)cc1OC	0%	-18%	-4%	-14%	-22%	3%	-20%	-15%	-6%
CCCC(c1nnnn1Cc1ccc(OC)cc1)N1CCN(c2ccccc2)CC1 (centres undefined)	-21%	0%	3%	-2%	7%	4%	-5%	-1%	6%
O=C(CCNS(=O)(=O)c1ccccc1)NNC(=O)c1cccc(Cl)c1	29%	5%[9.24 µM]	16%	9%	-7%	0%	0%	-10%	-4%
COC(=O)c1ccc(OCC(=O)N2CCCc3ccccc32)cc1	-14%	-6%	11%	?	21%	-1%	6%	-3%	2%
O=C(Nc1ccccc1C(=O)Nc1ccccc1)c1cccs1	0%	0%	0%	-12%	8%	2%	-8%	-3%	4%
CC(C)(C)c1cccc(P(=O)(c2ccccc2)c2ccccc2)c1O	-25%	-22%	?	0%	13%	?	-6%	?	8%
COc1ccc(-c2nc(SCC(=O)NC3CCCC3)c(-c3ccc(F)cc3)[nH]2)cc1OC	11%	nt	13%	10%	nt	-33%	nt	nt	-1%
CC1CCCCN1CCCn1c(=S)[nH]c2ccccc2c1=O (centres undefined)	15%	2%	6%	19%	15%	?	5%	-2%	-25%
CCCn1c(N2CCN(C(=O)NCc3ccccc3)CC2)nc2ccccc21	?	12%	-7%	-20%	9%	3%	3%	-4%	7%
Cc1c(C)n(C(=O)CSc2nncn2C)c2ccccc12	?	-1%	5%	-2%	9%	1%	-3%	-8%	2%
Cc1c(C(=O)N(C)CCc2cnn(C)c2)oc2c(F)cccc12	29%	3%	8%	18%	19%	57%[activator]	3%	-2%	-1%
CC(c1ccco1)N(C(=O)c1cccc(S(=O)(=O)N(C)C)c1)c1ccccn1 (centres undefined)	-6%	-1%	3%	7%	10%	27%	15%	-86%[inhibitor]	1%
O=C(CNCc1ccccc1)NCCCN1CCCC1=O	-6%	17%	-5%	-24%	0%	5%	18%	7%	-3%
O=C(CSc1ncnc2ccccc12)NCC(=O)c1ccccc1	-9%	9%	-4%	13µM*	6%	-15%	5%	-12%	13%
O=C(NCCN1CCOCC1)C(=O)NCC1CCCO1 (centres undefined)	-3%	6%	-3%	-2%	2%	9%	5%	-4%	-7%
c1ccc2nc3c(nc2c1)c1ccccc1n3CCN1CCOCC1	?	-21%	3%	-11%	0%	-2%	13µM*	?	5%
Cn1ccnc1C(O)(c1nnc(-c2ccccc2)o1)C(F)(F)F (centres undefined)	-13%	13%	-2%	1%	-10%	-10%	14%	-63%[inhibitor]	?
COc1cccc(CNC(=O)C2CCN(c3nn4c(=O)cc(C)nc4s3)CC2)c1	9%&0%	-26%	2%&-6%	-3%&2%	2%	16%&5%	-12%	-5%	-3%&4%
COC(C(=O)N/N=C/c1ccc(OCC(=O)N2CCOCC2)cc1)c1ccccc1 (centres undefined)	-1%	14%	0%	-4%	7%	4%	-1%	-7%	1%
CC(c1ccccc1)N1C(=O)c2ccccc2C1O (centres undefined)	-1%	1%	2%	0%	7%	-6%	-1%	-5%	-2%

Already shown: an excerpt of the list.
SMILES	KB-V1 cytotox	HT1080-NT tox	KB-3-1 cytotox	TDP-43 yeast inh	GLP1R ag	GLP1R inv ag	HT1080 IDH1KD tx	SW480 rereplic	GLP1R cytotox
Cc1cc(C)nc(NS(=O)(=O)c2ccc(NC(=O)CCN3C(=O)c4ccccc4C3=O)cc2)n1	-12%	-4%	-3%	11%	-1%	9%	0%	5%	17%
COC(=O)c1ccccc1NC(=O)c1cc2nc(-c3ccccc3)cc(-c3ccccc3)n2n1	0%	nt	0%	20%	-3%	18%	nt	nt	21%
COc1cccc(CNc2ccc3c(c2)ncn3C)c1OC	17%&-7%	1%	1%&-9%	-4%&7%	4%	15%&7%	14%	-43%[inhibitor]	-2%&0%
Cc1sc2ncnc(N3CCC(C(=O)Nc4ccc(OC(F)F)c(Cl)c4)CC3)c2c1C	-10%	-26%	-19%	4%	1%	?	-22%	0%	-25%
CCC(C)c1ccccc1NC(=O)c1cc(C)no1 (centres undefined)	?	0%	?	-4%	10%	-19%	20%	2%	-3%
COc1ccc(C(=O)N2CCSC2=S)cc1OC	0%	-18%	-4%	-14%	-22%	3%	-20%	-15%	-6%
CCCC(c1nnnn1Cc1ccc(OC)cc1)N1CCN(c2ccccc2)CC1 (centres undefined)	-21%	0%	3%	-2%	7%	4%	-5%	-1%	6%
O=C(CCNS(=O)(=O)c1ccccc1)NNC(=O)c1cccc(Cl)c1	29%	5%[9.24 µM]	16%	9%	-7%	0%	0%	-10%	-4%
COC(=O)c1ccc(OCC(=O)N2CCCc3ccccc32)cc1	-14%	-6%	11%	?	21%	-1%	6%	-3%	2%
O=C(Nc1ccccc1C(=O)Nc1ccccc1)c1cccs1	0%	0%	0%	-12%	8%	2%	-8%	-3%	4%
CC(C)(C)c1cccc(P(=O)(c2ccccc2)c2ccccc2)c1O	-25%	-22%	?	0%	13%	?	-6%	?	8%
COc1ccc(-c2nc(SCC(=O)NC3CCCC3)c(-c3ccc(F)cc3)[nH]2)cc1OC	11%	nt	13%	10%	nt	-33%	nt	nt	-1%
CC1CCCCN1CCCn1c(=S)[nH]c2ccccc2c1=O (centres undefined)	15%	2%	6%	19%	15%	?	5%	-2%	-25%

The listing continues:
SMILES	KB-V1 cytotox	HT1080-NT tox	KB-3-1 cytotox	TDP-43 yeast inh	GLP1R ag	GLP1R inv ag	HT1080 IDH1KD tx	SW480 rereplic	GLP1R cytotox
CCC(C)NCCOCCOc1ccc(Cl)c(C)c1C (centres undefined)	?	?	?	-4%	6%	?	21µM*	?	-4%
COc1ccc(S(=O)(=O)Nc2ccc(S(=O)(=O)N3CCOCC3)cc2)cc1	-6%	0%	1%	-1%	1%	6%	-2%	1%	-3%
O=S(=O)(c1ccc(Cl)cc1)N1CCN=C1SCc1ccc(Cl)c(Cl)c1	22%	2%	7%	?	-2%	13%	4%	-5%	-14%
Cc1ccc(S(=O)(=O)N2CCN(C(=O)COC(=O)COc3ccc(Br)cc3)CC2)c(C)c1	10%	-7%	1%	-21%	-4%	-6%	-2%	?	4%
CN(C)S(=O)(=O)c1ccc(C(=O)OCC2COC(C)(C)O2)cc1 (centres undefined)	?	12%	16%	-3%	14%	-15%	8%	-9%	-1%
O=C(Nc1nc2c(s1)CCCC2)C1CCCN1C(=O)c1cccs1 (centres undefined)	-7%	-2%	-5%	-4%	21%	-4%	-2%	9%	8%
C/C(=N\NC(N)=O)c1ccc(Cl)s1	?	14%	-1%	2%	9%	11%	3%	-2%	3%
CC(C)NC(=O)c1nn2c(C(F)(F)F)cc(-c3ccco3)nc2c1Cl	-1%	-6%	0%	nt	-2%	2%	1%	?	-2%
Cc1ccc(S(=O)(=O)NCCC(=O)NNc2c(F)c(F)cc(F)c2F)cc1	2%	-3%	-8%	7%	9%	-28%	0%	-5%	14%
O=c1cc(-c2ccccc2)nc2nc[nH]n12	10%	4%	-2%	-1%	-14%	2%	5%	-8%	-4%
COCCCNC(=O)CCn1c(=O)c2ccccc2n(CC(=O)Nc2ccc(C)cc2C)c1=O	-7%	?	13%	3%	1%	9%	0%[9.24 µM]	-10%	-5%
CCOP(=O)(OCC)c1ccccc1OCP(C)(=O)COc1ccccc1P(=O)(OCC)OCC	5%	3%	-3%	-16%	10%	-20%	12%	59%	-24%
CCC(C)Oc1nc2ccccc2nc1NS(=O)(=O)c1ccccc1 (centres undefined)	18%	-6%	-7%	10%	2%	0%	-1%	-3%	1%
Cc1ccc(NC(=O)N2CCCC2C(=O)NCc2ccc3c(c2)OCO3)cc1 (centres undefined)	-10%	9%	4%	-6%	7%	-17%	5%	-4%	-16%
COc1ccccc1Nc1nc(C)cc(C)c1C(N)=O	14%	-9%	14%	3%	-4%	1%	2%	-7%	-11%
Cc1ccc2cc(C#N)c(N3CCCN(C(=O)C4CCCO4)CC3)nc2c1C (centres undefined)	?	3%	-8%	?	2%	?	-4%	19%	5%
